Screening results: PubChem, National Center for Advancing Translational Sciences (NCATS)
S3 lipid droplet = qHTS Assay for Lipid Storage Modulators in Drosophila S3 Cells; Drosophila S3 cells, BODIPY lipid droplet fluorescence, 18-24 h; cells fed with added oleic acid; lipid storage change, negative = inhibition, % at the top dose, mostly 46.1 µM; hits show Potency in µM; 0.64% of 320,000 active; active = well fitted inhibition curve with a large enough effect in the signal ratio, with a control signal flat, not every such curve was filed as active; inconclusive = small, poorly fitted or top-dose-only effect, or effect the other way, or a change in a side signal; the % refers to the signal ratio
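Drosophila S3 cells loaded with oleic acid (400 uM, as added) and compounds at several concentrations; lipid droplets imaged by 488-nm laser-scanning cytometry, 500–530 nm intensity and object ratio to cell channel. Percent activity normalized to 20 uM Triacsin C.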
S3 lipid droplet cell count max = recorded beside S3 lipid droplet, whose call it bears; cell number change, %; measured here: cell count max response;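 cells counted by Cell Tracker Red CMTPX staining in the red channel; peak over a dose series mostly up to 46.1 µM; percent activity relative to internal control wells on each plate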
* marks the source's active call; other numbers are inactive results; i = inactive; ? = inconclusive; nt = no result given; [ ] = dose if it differs, or a comment. % is scaled to controls: 0 for no effect and ±100 for the full control effect; potency is read from the fitted curve at half-maximal effect. A portion of the library; count on the stated rates, not on these rows.

The first seven records, to show the layout:
SMILES	S3 lipid droplet	S3 lipid droplet cell count max
CCCCn1c(N)c(N(CC(C)C)C(=O)c2cc(C)nc3ccccc23)c(=O)[nH]c1=O	i	-14
C[C@@H](C(=O)Nc1ccc2c(c1)OCCO2)n1nnc2ccccc2c1=O	?	nt
COc1cccc(NC(=O)CCC2CCN(C(=O)C3CC=CCC3)CC2)c1 (configuration not stated)	?	nt
CCc1c(C)nc2c(-c3ccccc3)c(C)[nH]n2c1=O	?	nt
CCOc1ccc(-n2nc3ccc(NC(=O)c4ccc5c(c4)OCCO5)cc3n2)cc1	?	nt
Cc1ccc(NC(=O)CSc2nnc(-c3cc(C)on3)o2)cc1	?	nt
COCCn1cnc2c1c(=O)[nH]c(=O)n2Cc1ccccc1	?	nt

All compounds of this part, from the first entry:
SMILES	S3 lipid droplet	S3 lipid droplet cell count max
CCCCn1c(N)c(N(CC(C)C)C(=O)c2cc(C)nc3ccccc23)c(=O)[nH]c1=O	i	-14
C[C@@H](C(=O)Nc1ccc2c(c1)OCCO2)n1nnc2ccccc2c1=O	?	nt
COc1cccc(NC(=O)CCC2CCN(C(=O)C3CC=CCC3)CC2)c1 (configuration not stated)	?	nt
CCc1c(C)nc2c(-c3ccccc3)c(C)[nH]n2c1=O	?	nt
CCOc1ccc(-n2nc3ccc(NC(=O)c4ccc5c(c4)OCCO5)cc3n2)cc1	?	nt
Cc1ccc(NC(=O)CSc2nnc(-c3cc(C)on3)o2)cc1	?	nt
COCCn1cnc2c1c(=O)[nH]c(=O)n2Cc1ccccc1	?	nt
C=CCC(C(=O)OC)(C(=O)OC)c1ccccc1[N+](=O)[O-]	?	nt
CC(=O)c1cccc(NC(=O)CC2S/C(=N/N=C/c3ccccc3)NC2=O)c1 (configuration not stated)	-3%	16
O=C(CNC(=O)Cn1ccc2ccccc2c1=O)NCCCN1CCCCCC1	21%	-17
Cc1ccc(-n2nc3c(=O)n(C(C)C(=O)NCc4ccc(Cl)cc4)nc(C)c3c2C)cc1 (configuration not stated)	?	nt
CSc1ncc(CN2CCN(CC=C(C)C)C(CCO)C2)cn1 (configuration not stated)	0%	4
N#CC1=C(N)Oc2cc(N)ccc2C1c1ccccc1Cl (configuration not stated)	?	nt
Cc1ccc(-c2nn(Cc3ccccc3)cc2C(=O)NCC2CCCO2)cc1 (configuration not stated)	?	nt
O=C(O)C1CCC(=O)N1Cc1ccc(F)cc1 (configuration not stated)	?	nt
C=CCSC1=NNC(c2ccc(C(C)(C)C)cc2)=NN1	3%	9
COc1cc(S(=O)(=O)NCc2ccccc2)ccc1F	-2%	7
Cc1ccc(-c2nn(C)c(=O)c3ccccc23)cc1CNC(=O)/C=C/c1ccccc1	i	-24
Cn1c(CCNC(=O)C(C)(C)C)nc2ccccc21	0%	18
CC(C)N1C(=O)CCC1C(=O)O (configuration not stated)	?	nt
CC(C(=O)Nc1ccc(S(N)(=O)=O)cc1)N1CCc2ccccc21 (configuration not stated)	?	nt
C#CCOc1ccc(/C=C2/C(=O)ON=C2C)cc1Cl	?	nt
O=C(Nc1cccc(C(F)(F)F)c1)c1cnccn1	3%	-3
CC1(C(=O)NC2CCCC2)CCC(=O)N1Cc1cccs1 (configuration not stated)	?	nt
O=C(Nc1ccc(NC(=O)C2CC2)nc1)c1ccncc1	5%	-12
CCOC(=O)NNc1ccccc1	-3%	-10
Cc1cc(C)c(S(=O)(=O)c2ccccc2)c(=O)[nH]1	9%	23
COc1cc(CNc2ccc(O)cc2)cc(Br)c1OCc1ccccc1	?	nt
CCn1c(=NC(=O)c2ccc(N3C(=O)CCC3=O)cc2)sc2c(OC)ccc(OC)c21	?	nt
CCOC(=O)NN1C(=O)c2ccccc2NC1c1ccccc1O (configuration not stated)	-10%	-11
COc1ccc(NC(=O)CSc2nnc(-c3ccccc3C)n2N)cc1	?	nt
CC(=O)Nc1ccc(NC(=O)C(C)Sc2nc3ccccc3c(=O)n2Cc2ccco2)cc1 (configuration not stated)	?	nt
Cc1c(C(=O)NCCc2ccccc2)oc2ccccc12	?	nt
COC(=O)CCN1CCc2cc(N=Nc3ccc([N+](=O)[O-])cc3)ccc21	0%	26
NNC(=O)c1ccc2nc(-c3ccc(Br)cc3)cn2c1	?	nt
CN(C)c1ncc(S(=O)(=O)c2ccccc2)c(-c2ccccc2Cl)n1	?	nt
COc1ccc(C(=O)CSc2nccn2C)cc1	?	nt
COc1ccc([C@H]2CC(=O)C=C(c3ccc(Oc4ccccc4)cc3)C2)cc1OC	?	nt
CC(=O)c1c(C)cc(C)c(CSc2nc(C)cc(=O)[nH]2)c1C	?	nt
CCN1C(=O)[C@@H]2[C@@H](c3ccc(-c4ccc(F)cc4)cc3)N3CCCC[C@@]3(C(=O)OC)[C@@H]2C1=O	i	6
O=C(NCC1CCCO1)/C(=C\c1cccs1)NC(=O)c1ccccc1 (configuration not stated)	?	nt
COc1ccc(N=C2CCCN2CC(N)=O)cc1	?	nt
O=C1C=C(c2cccs2)CC(c2cccs2)C1n1cnc([N+](=O)[O-])c1 (configuration not stated)	?	nt
COc1ccc(S(=O)(=O)NC(C)C(=O)NCCN2CCOCC2)cc1Cl (configuration not stated)	?	nt
COc1ccccc1C(=O)NC(=O)COC(=O)c1ccco1	i	25
Cc1ccc(S(=O)(=O)N2CCN(CC(=O)Nc3ccccc3C(=O)NC3CC3)CC2)cc1	i	-14
O=C(c1ccco1)N1N=C(c2ccccc2)CC1c1ccc2nccnc2c1 (configuration not stated)	-11%	-6
Cn1cc(S(=O)(=O)c2ccccc2)c(=O)c2cc(Cl)ccc21	?	nt
CCc1c(C)nc2nc(NC(C)=O)[nH]n2c1=O	?	nt
O=C(Cc1c(O)c2ccccc2[nH]c1=O)OC1CCCCC1	4%	-16
Cc1cccn2c(CNCC3OCCc4ccccc43)c(C(=O)N3CCCCC3)nc12 (configuration not stated)	?	nt
COc1ccc(NC(=O)CSCc2cc(=O)n3c(C)csc3n2)cc1	i	4
O=c1cc[nH]c2cccc(Cc3ccccc3)c12	?	nt
COc1ccc2nc(SC)cc(C)c2c1	?	nt
Cc1nc2nc(-c3cccs3)cn2nc1C	5%	4
Cc1cc(C)c(S(=O)(=O)c2ccccc2)c(N(C)C)n1	-7%	-9
O=C(COC(=O)c1c[nH]c2ccccc12)NC1CCCC1	?	nt
CC(=O)c1ccc(Nc2c([N+](=O)[O-])ccc3nonc23)cc1	?	nt
CCOc1ccccc1NS(=O)(=O)c1c(C)noc1C	13%	-6
COc1ccccc1N1CCN(C(=O)c2cccc(N3C(=O)C4C5C=CC(C5)C4C3=O)c2)CC1 (configuration not stated)	?	nt

Further compounds
SMILES	S3 lipid droplet	S3 lipid droplet cell count max
Cc1ccc(C)c(NC(=O)CN(C)C(=O)CSCc2c(C)noc2C)c1	?	nt
COc1ccc(/C=N/NS(C)(=O)=O)c(OC)c1	?	nt
O=C(N/N=C/c1cccnc1)c1ccc([N+](=O)[O-])cc1	-17%	0
COc1cccc(NC(=O)Nc2nccc(C)n2)c1	13%	5
CCn1c(O)c(C=NCCN2CCOCC2)sc1=S	-14%	-29
COc1ccc(NC(=O)Cn2c(=O)cnc3ccccc32)cc1S(=O)(=O)N1CCCCC1	?	nt
CC1CCCC(C)N1CCCNC(=O)c1ccc2nc(N3CCCCC3)sc2c1 (configuration not stated)	8%	-3
OCCNc1nc(N2CCN(c3ccccc3)CC2)nc2ccccc12	?	nt
O=C(CCC(=O)c1ccccc1)Nc1ccc(C(=O)O)cc1	?	nt
O=C(Nc1ccc(OC(F)F)c(Cl)c1)[C@@H]1CCCN1C(=O)c1cccs1	10%	-2
CCOC(=O)c1[nH]c(=O)[nH]c1CNc1ccccc1C#N	?	nt
Fc1cccc(CSc2ccc(-c3ccco3)nn2)c1	-9%	-8
N#Cc1c(NC(=O)/C=C/c2ccco2)sc2c1CCCC2	?	nt
CC(C)(C)c1cc(NC(=O)COC(=O)C2CC2)n(-c2ccccc2)n1	17%[9.22 µM]	nt
Cc1ccc(S(=O)(=O)n2cnc3ccccc32)cc1	0%	-1
CCCSc1ccc([C@@H]2[C@@H]3C(=O)N(C)C(=O)[C@@H]3[C@]3(C(=O)OC)CCCCN23)cc1OC	?	nt
CCc1cc2c(=O)n(CC(=O)NCCc3ccc(OC)c(OC)c3)cnc2s1	-14%	4
S=C(N/N=C/c1ccc2ncccc2c1)Nc1cccnc1	?	nt
COc1ccc(-n2nc3c(c2NC(=O)c2cc(Br)ccc2Cl)CS(=O)C3)cc1 (configuration not stated)	?	nt
COCCN1C(=O)c2ccccc2C(C(=O)NCc2ccco2)C1c1c[nH]c2ccccc12 (configuration not stated)	-5%	-13
CCN(Cc1ccc(C#CCCO)cc1)CC1CCCN(CCc2cccc(F)c2)C1 (configuration not stated)	?	nt
Cc1cc(C)cc(NC(=O)c2sc3nc(C)cc(C)c3c2N)c1	i	17
COc1ccccc1CNS(=O)(=O)c1c(C(=O)N2CCCCC2)c(C)n(C)c1C	?	nt
COc1ccc(CCNC(=O)CS(=O)Cc2nc(-c3ccccc3Cl)oc2C)cc1OC (configuration not stated)	?	nt
O=C(NCCCNc1ccc(C(F)(F)F)cc1[N+](=O)[O-])c1cc(F)c(F)cc1Cl	-17%	-7
CCOC(=O)c1sc(=S)n(-c2ccc(OC)cc2)c1C	?	nt
Cc1nc(SCC(O)CCl)c([N+](=O)[O-])[nH]1 (configuration not stated)	0%	21
O=C(COC(=O)/C=C/c1ccc(F)cc1)NC1CCCC1	?	nt
Cc1ccc(OCCC(=O)OCC(=O)NCCc2ccccc2)cc1	?	nt
COc1cc(C=O)ccc1OCCSc1ccc(C)cc1	i	nt
Cc1ccc2c(c1)NC(=O)C(CC(=O)NCCCN1CCN(c3cc(Cl)ccc3C)CC1)O2 (configuration not stated)	24%	-5
CN(CC(=O)N1CCN(c2cccc(Cl)c2)CC1)S(=O)(=O)c1cnc[nH]1	0%	0
COc1cc(/C=C2\C(=N)N3N=CSC3=NC2=O)ccc1OS(=O)(=O)c1ccccc1	2.1µM*	-21*
CC1(C)NC(=O)N(c2ccccc2Cl)C1(C)NO (configuration not stated)	18%	10
Cc1ccc(Oc2ccc(NC(=O)CCC(=O)OCC(=O)c3cccs3)cc2)cc1C	-4%	-7
Cc1ccc(C(=O)Nc2c(C(=O)NCc3ccco3)cnn2-c2ccccc2)cc1	-8%	-7
CCc1cc(OCCCCNCc2ccccc2)ccc1Cl	?	nt
CCCCC(=O)OCC(=O)c1[nH]c(C)c(C(=O)OCC)c1C	?	nt
Cc1ccccc1S(=O)(=O)Cc1ccc(C(=O)N2CCN(c3ccccc3F)CC2)o1	?	nt
CC1CCCCN1CCNC(=O)c1ccc2c(c1)N(Cc1cccc(Cl)c1)C(=O)c1ccccc1S2=O (configuration not stated)	i	-8

The last 2 entries of the section before open the next one:
SMILES	S3 lipid droplet	S3 lipid droplet cell count max
Cc1ccccc1S(=O)(=O)Cc1ccc(C(=O)N2CCN(c3ccccc3F)CC2)o1	?	nt
CC1CCCCN1CCNC(=O)c1ccc2c(c1)N(Cc1cccc(Cl)c1)C(=O)c1ccccc1S2=O (configuration not stated)	i	-8
COC(=O)c1cc(OC)c(OC)cc1NCC(=O)Nc1cccc(C(F)(F)F)c1	?	nt
COc1ccc(C(=O)NCCNc2ncc(C(F)(F)F)cc2Cl)cc1[N+](=O)[O-]	i	1
O=C(CNCC1CCCO1)Nc1ccccc1N1CCOCC1 (configuration not stated)	14%	11
Cc1nn(-c2ccccc2)c(Cl)c1/C=C/C(=O)c1ccccc1	?	nt
O=C(CCSc1ccccc1)Nc1nc2c(s1)COc1ccccc1-2	?	nt
CC(C)(C)OC(=O)N1CCNc2ccccc2C1	?	nt
O=C(COC(=O)c1cc(Cl)ccc1O)NCCNC(=O)COC(=O)c1cc(Cl)ccc1O	?	nt
CCCCn1c(=O)[nH]c(=O)c2c1nc(-c1cc(Br)ccc1OC)n2C	-14%	2
CCN(CC)C(=O)c1ccc(Cn2cc([N+](=O)[O-])cn2)o1	?	nt
COCc1ccc(CN2CCC(N3CCC(C(=O)N4CCCC4)CC3)CC2)o1	i	4
CCOC(=O)C(=CNc1ccc(NC2=NCC(C)S2)cc1)C(=O)OCC (configuration not stated)	?	nt
CCC(C)OC(=O)C[N+](C)(C)CCOC1CC2CCC1(C)C2(C)C (configuration not stated)	?	nt
COC(c1ccccc1)c1nnc(CCC(=O)N(C)Cc2cccc(-n3cccn3)c2)o1 (configuration not stated)	?	nt
CC1CCN(C(=O)Cc2nn(C)c(=O)c3ccccc23)CC1	i	-11
COc1ccccc1C(=O)Nc1ccc(S(=O)(=O)N2CCC(C)CC2)cc1	?	nt

Individual results from the list:
Reading of O=C(CNCC1CCCO1)Nc1ccccc1N1CCOCC1 (configuration not stated) in S3 lipid droplet cell count max: 11
Reading of CC1CCN(C(=O)Cc2nn(C)c(=O)c3ccccc23)CC1 in S3 lipid droplet cell count max: -11
